High-throughput results from PubChem.
SW480 rerep: DNA re-replication induction in SW480 cells; SW480 DNA re-replication, Hoechst DNA content imaging, 48 h; Potency, µM (doses to about 46.1 µM), for the others: at the highest dose re-replication activation, actives largely listed as activators; 340,000 compounds, 1.8% hits; further: potency means the concentration at half of the fitted maximal effect; % of control where 0% means no effect; nearly all actives have a fitted effect of over 55% in size
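Image-based DNA-content assay: after two days of treatment, nuclei were labelled with the DNA dye Hoechst and imaged, and hits were compounds raising the count of nuclei showing high fluorescence intensity.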
S2 tox: cell viability loss in ATXN counter-screen; S2 cells (HEK-293 line with an ATXN2-luciferase reporter) viability, CellTiter-Fluor protease fluorescence, 24 h; Potency, µM (highest dose often 56.7 µM), hits mostly cytotoxic; 400,000 compounds, 0.49% hits; AID 651635; further: potency means the concentration at half of the fitted maximal effect; nearly all actives have a fitted effect of over 40% in size
HT1080-NT tox: kills 2HG-producing HT-1080-NT fibrosarcoma cells | HT-1080-NT fibrosarcoma viability, CellTiter-Glo ATP luminescence, 48 h | Potency, µM (titrated, usually from 46.1 µM), for the others: top-dose activity, negative = less viability, hits mostly cytotoxic | 360,000 compounds, 1.6% hits | AID 686970;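 further: NT is the 2HG producing partner of a matched IDH1 knockdown line; potency means the concentration at half of the fitted maximal effect; 0% = DMSO-treated cells and -100% = media-only wells without cells; nearly all actives have a fitted effect of over 55% in size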
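HT-1080-NT fibrosarcoma cells (2HG-overproducing), 750 cells/well in RPMI with 5% FBS, dosed after 2 h and incubated 48 h at 37C. CellTiter-Glo luminescence normalized to DMSO and no-cell wells; concentration-response curves fitted and classed.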
IL1B secr inh: inhibitors of inflammasome signaling (IL-1 beta secretion); THP-1 LPS/ATP IL-1B secretion, AlphaLISA, 16 h; stronger effect = lower value; activity change, % at 57.5 µM; 360,000 compounds, 4.7% hits; AID 743279; in the data active means activity change below about -50%; inconclusive means mostly about -30% to -49%; further: on the % scale 0 is the no-effect control and ±100 the full control effect
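THP-1 cells pretreated 1 hr with compounds (up to 57.5 uM final), then stimulated with LPS (250 ng/mL final) plus ATP (1.25 mM final); secreted IL-1B measured by AlphaLISA after 16 hr, decreased signal indicating inhibition.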
MCF10A rerep: induces DNA re-replication in MCF 10a normal breast cells; MCF 10A DNA re-replication, Hoechst nuclear intensity, 48 h; Potency, µM (titrated, usually from 46.1 µM), for the others: at the highest dose activity, positive = re-replication, hits mostly activators; 350,000 compounds, 2.9% hits; further: potency means the concentration at half of the fitted maximal effect; % of control where 0% means no effect; nearly all actives have a fitted effect of over 50% in size
ATXN2 expr inh: inhibitors of ATXN2 expression; Potency, µM (highest dose often 57 µM), for inactives: at the top dose activity change, negative = inhibition, usual class: inhibitors; AID 1745845; HEK-293 ATXN2-luciferase reporter, luminescence, 24 h; 360,000 compounds, 0.72% hits; further: potency means the concentration at half of the fitted maximal effect; on the % scale 0 is the no-effect control and ±100 the full control effect; nearly all actives have a fitted effect of over 55% in size
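qHTS (up to 57 uM final) was run with 24 h compound exposure of reporter cells at 37 °C. Each well was multiplexed: SteadyGlo luminescence measured ATXN2-luciferase expression after a fluorogenic Gly-Phe-AFC viability readout (25 uM final).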
KB-V1 MDR tox: kills drug-selected multidrug resistant KB-V1 cells. KB-V1 MDR cells viability, CellTiter-Glo, 72 h. Potency, µM (highest dose often 46.1 µM), for inactives: at the highest dose activity change, negative = cytotoxicity, actives largely listed as cytotoxic. 400,000 compounds, 3.4% hits; further: potency means the concentration at half of the fitted maximal effect; on the % scale 0 is the no-effect control and ±100 the full control effect; nearly all actives have a fitted effect of over 60% in size
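Compound-treated KB-V1 multidrug-resistant cells, 72 h, 37 degrees C; viability by CellTiter-Glo. Fitted qHTS curves give the values.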
HT1080 IDH1KD tx: kills HT-1080 cells with IDH1 knockdown | HT-1080 IDH1 knockdown viability, ATP luminescence, 48 h | Potency, µM (series often up to 46.1 µM), inactives show at the top dose activity, negative = toxicity, usual class: cytotoxic | 360,000 compounds, 2% hits | AID 686971;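 further: potency means the concentration at half of the fitted maximal effect; 0% = DMSO wells and -100% = cell-free medium wells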
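Cytotoxicity counter-line: IDH1KD HT-1080, 48 h, CellTiter-Glo. Curves classed by r2, magnitude and activity.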
KB-3-1 cytotox: kills parental KB-3-1 adenocarcinoma cells; AID 1347075; Potency, µM (titrated, usually from 46.1 µM), without a hit: at the highest dose activity change, negative = cytotoxic, most hits filed as cytotoxic; KB-3-1 viability, CellTiter-Glo ATP luminescence, 72 h; 400,000 compounds, 1.4% hits; further: potency means the concentration at half of the fitted maximal effect; on the % scale 0 is the no-effect control and ±100 the full control effect; nearly all actives have a fitted effect of over 60% in size
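Parental KB-3-1 adenocarcinoma cells in phenol-red-free DMEM with 10% FBS were pin-treated with compounds at several concentrations, incubated 72 h at 37 °C, and viability read by CellTiter-Glo luminescence; concentration-effect curves were fitted after normalization.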
* = called active by the depositor; i = inactive; ? = inconclusive; / = not tested or not shown; [ ] = remark or other dose. Unless noted, the call rests on the fitted dose curve; in most records, active means well fitted curve in the direction sought with a large enough effect; inconclusive means small, poorly fitted or top-dose-only effect, or another doubt; inactive means no such curve, though single readings can be large; an effect the other way counts as inactive or inconclusive. The order is random; any-hit rate near 11%.

SMILES | SW480 rerep | S2 tox | HT1080-NT tox | IL1B secr inh | MCF10A rerep | ATXN2 expr inh | KB-V1 MDR tox | HT1080 IDH1KD tx | KB-3-1 cytotox
O=C(c1ccc(Cl)c([N+](=O)[O-])c1)N1CCN(C(=O)c2ccco2)CC1 | -11% | i | -2% | 7 | 9% | / | -3% | 0% | 7%
CCOC(=O)N1CCC(Nc2nc(OC)nc(OC)n2)CC1 | -16% | i | 3% | 33 | 1% | 11% | ? | 3% | 25%
CCCCn1ccnc1C(=O)c1cccc(S(=O)(=O)N2c3ccccc3CC2C)c1 (stereo not drawn) | 21% | ? | 0% | -20 | ? | -8% | ? | -26% | ?
COc1ccc(C)cc1NC(=O)C(OC(=O)CNC(=O)c1ccc(Oc2ccccc2)cc1)c1ccccc1 (stereo not drawn) | 2% | i | 3% | -11 | 1% | / | 19% | 1% | 3%
CCn1c(=O)c2c3c(sc2n2c(SCc4ccc(F)cc4)nnc12)CCCC3 | ? | i | 1% | 7 | -12% | -3% | -6% | 14% | 5%
CC(C)(C)CNC(=O)C1(C)CCN1C(=O)Cc1ccc(C(C)(C)C)cc1 (stereo not drawn) | / | ? | -14% | -1 | / | ? | -3% | -21% | 0%
O=C(CCCSc1nc(-c2ccco2)cc(C(F)(F)F)n1)NCc1cccs1 | 1% | i | -29% | -13 | 13% | -12% | -21% | -18% | 3%
CC(C)(C)C(=O)N1CCC(O)(CS(=O)(=O)Cc2ccccc2Cl)CC1 | -12% | i | 15% | -5 | -1% | -5% | 0% | 2% | 4%
Cc1cccc(-c2noc(CN(C(=O)/C=C/c3ccccc3Cl)C(C)C)n2)c1 | 1% | i | -3% | -10 | ? | -12% | ? | ? | -3%
COc1ccc(NC(C)c2cc(Cl)ccc2O)cc1 (stereo not drawn) | -3% | i | -23% | 34 | -2% | 8% | 3% | -30% | 8%
CCN1CCN(C(c2cccnc2)c2cc(Cl)c3cccnc3c2O)CC1 (stereo not drawn) | 21µM* | i | ? | 21 | ? | 0% | -26% | ? | 7.3µM*
O=C(NCC1(c2ccccc2)CCCC1)C1(c2ccccc2)CCCC1 | -1%[9.22 µM] | i | ? | -22 | ? | -15% | ? | ? | -11%
CC(C)(C)c1ccc(C2CC2C(=O)N/N=C\c2ccc[nH]2)cc1 (stereo not drawn) | ? | ? | 2.6µM* | -61* | ? | ? | ? | 1.6µM* | 15µM*
Cc1ccccc1OCC(=O)NNC(=O)Cc1ccc(S(=O)(=O)N2CCOCC2)s1 | 3% | i | 4% | 10 | 0% | 6% | 0% | 12% | -2%
C=CCOc1nc(N2CCCC2)nc(N2CCCC2)n1 | 0% | i | 0% | 14 | 7% | -8% | -8% | 2% | 15%
C=CCN(CC=C)c1ccc(N2C(=O)C3CCCCC3C2=O)cc1[N+](=O)[O-] (stereo not drawn) | 2% | i | 21% | 21 | 12% | -22% | -8% | 0% | 12%
COC1CCN(C(=O)c2ccc3oc(C(C)C)nc3c2)CC1 | -1% | i | 13% | 24 | 7% | 19% | 11% | 3% | 17%
COC(=O)c1ccc2c(=O)n(CCN3CCOCC3)c(SCC(=O)NCc3ccccc3)nc2c1 | -13% | i | 5% | -1 | 9% | -6% | 18% | 11% | 10%
CCCCn1c(N)c(N(CCOC)C(=O)c2cc3c(s2)CCC(C)C3)c(=O)[nH]c1=O (stereo not drawn) | -49% | i | -6% | -17 | -4% | 4% | 17% | -1% | 2%
CN1CCN(c2ccc(NC(=O)COc3ccccc3[N+](=O)[O-])cc2)CC1 | 19% | i | 1% | 4 | -3% | -5% | ? | 5% | -9%
Cc1cc(Cl)ccc1NC(=O)CCN1C(=O)C2CCCCC2C1=O (stereo not drawn) | -27% | i | 0%[9.24 µM] | -8 | -4% | 2% | ? | 3% | -6%
Nc1ncc(CCN2CCOCC2)c(-c2ccc(F)cc2)n1 | 5%[1.84 µM] | i | 1% | -18 | -34%[inhibitor] | -16%[11.3 µM] | -3% | 14% | 2%
CCN(CCCNC(=O)CC(C(=O)N1CCc2ccccc21)n1ccnc1)c1cccc(C)c1 (stereo not drawn) | -2% | i | -2% | -10 | 22% | 0% | 12µM* | ? | 15%
CCOC(=O)CNC(=S)N(CCCN1CCCC1)Cc1cccs1 | -9% | i | 0% | 24 | -5% | 6% | -8% | 11% | -2%
Cc1cc(C)cc(N(CC(=O)Nc2ccccc2-c2ccccc2)S(=O)(=O)c2ccccc2)c1 | 0% | i | 11% | 11 | 22% | 1% | -10% | 15% | -1%
Cc1ccc(Cn2nnc3c(=O)[nH]c(C4CCN(S(=O)(=O)c5ccc(S(=O)(=O)NC6CC6)cc5)CC4)nc32)cc1 | 3% | i | ? | ? | ? | 12% | 1% | ? | 0%
CC(C)C(NC(=O)c1ccccc1)C(=O)N1CCN(C/C=C/c2ccccc2)CC1 (stereo not drawn) | -18% | ? | 2% | -22 | 5% | 3% | -3% | 1% | -1%
CCOC(=O)CSCc1cn2cc(Cl)ccc2n1 | -2% | i | 8% | 0 | 1% | 3% | -3% | 4% | 3%
COCCN(C(=O)COC(=O)c1cnc(C)cn1)c1c(N)n(Cc2ccccc2)c(=O)[nH]c1=O | -481%[inhibitor] | i | 16% | -11 | 1% | -9% | 25% | -2% | -8%
O=[n+]1c2c(n([O-])c3cc(F)c(F)cc31)CCCC2 | -6% | i | 15% | 9 | ? | -14% | -3% | 11% | 12%
CN(c1ccccc1)S(=O)(=O)c1cccc(C(=O)Nc2nccs2)c1 | -10% | i | 2% | 5 | 21% | / | ? | -15% | -4%
Cc1c(Cl)cnc(NC(=O)COC(=O)c2cccc(S(=O)(=O)N3CCOCC3)c2)c1Cl | / | i | 1% | 14 | / | / | -7% | 2% | -5%
COc1cc(C(=O)N2CCN(C(=O)COc3cccc(C)c3)CC2)cc(OC)c1OC | / | i | / | / | / | -1% | -3% | / | -6%
Cc1ccc(S(=O)(=O)NN=C2CC3CCC2(C)C3(C)C)cc1 (stereo not drawn) | 1% | i | -5% | 32 | 11% | 4% | 8% | -4% | 6%
Cc1ccccc1Oc1nc2c(C)cccn2c(=O)c1/C=C(\C#N)C(=O)Nc1c(C)n(C)n(-c2ccccc2)c1=O | ? | i | -29% | ? | 21µM* | -19% | ? | -19% | 3%
CCn1cc(C(=O)N[C@H](C(=O)O)C(C)C)c(=O)c2cc3c(cc21)OCO3 | -3% | i | 1% | -13 | -2% | / | 14% | 0% | 14%

Already shown: 3 of the compounds above.
SMILES | SW480 rerep | S2 tox | HT1080-NT tox | IL1B secr inh | MCF10A rerep | ATXN2 expr inh | KB-V1 MDR tox | HT1080 IDH1KD tx | KB-3-1 cytotox
Cc1cc(C)cc(N(CC(=O)Nc2ccccc2-c2ccccc2)S(=O)(=O)c2ccccc2)c1 | 0% | i | 11% | 11 | 22% | 1% | -10% | 15% | -1%
Cc1ccc(Cn2nnc3c(=O)[nH]c(C4CCN(S(=O)(=O)c5ccc(S(=O)(=O)NC6CC6)cc5)CC4)nc32)cc1 | 3% | i | ? | ? | ? | 12% | 1% | ? | 0%
CC(C)C(NC(=O)c1ccccc1)C(=O)N1CCN(C/C=C/c2ccccc2)CC1 (stereo not drawn) | -18% | ? | 2% | -22 | 5% | 3% | -3% | 1% | -1%

4 entries from above, arranged by molecular weight, largest number first.
SMILES | SW480 rerep | S2 tox | HT1080-NT tox | IL1B secr inh | MCF10A rerep | ATXN2 expr inh | KB-V1 MDR tox | HT1080 IDH1KD tx | KB-3-1 cytotox
Cc1ccc(Cn2nnc3c(=O)[nH]c(C4CCN(S(=O)(=O)c5ccc(S(=O)(=O)NC6CC6)cc5)CC4)nc32)cc1 | 3% | i | ? | ? | ? | 12% | 1% | ? | 0%
Cc1c(Cl)cnc(NC(=O)COC(=O)c2cccc(S(=O)(=O)N3CCOCC3)c2)c1Cl | / | i | 1% | 14 | / | / | -7% | 2% | -5%
CCOC(=O)CSCc1cn2cc(Cl)ccc2n1 | -2% | i | 8% | 0 | 1% | 3% | -3% | 4% | 3%
O=[n+]1c2c(n([O-])c3cc(F)c(F)cc31)CCCC2 | -6% | i | 15% | 9 | ? | -14% | -3% | 11% | 12%

Following part.
SMILES | SW480 rerep | S2 tox | HT1080-NT tox | IL1B secr inh | MCF10A rerep | ATXN2 expr inh | KB-V1 MDR tox | HT1080 IDH1KD tx | KB-3-1 cytotox
CCOC(=O)c1n[nH]n(-c2cc(Cl)cc(Cl)c2)c1=O | -10% | i | 14% | 5 | -5% | -3% | 0% | 8% | 2%
NC(CSC1(c2ccc(F)cc2)c2ccccc2-c2ccccc21)C(=O)O (stereo not drawn) | / | ? | -3% | 13 | / | / | 7% | 3% | 4%
COc1cc(/C=N/n2c(C3CCCCC3)n[nH]c2=S)ccc1O | -3% | i | -10% | 1 | -1% | / | -1% | 0% | -53%
Cc1ccc(C)c(-c2ccc(=O)n(Cc3cccc(Br)c3)n2)c1 | 4% | i | ? | -98* | ? | -28% | -7% | ? | -2%
Cc1ccc(C(=O)Nc2ccc3c(c2)OCCO3)c(Cl)c1 | 10% | i | 0% | ? | -6% | / | -20% | 1% | -11%
S=C(Nc1cc(Cl)cc(Cl)c1)NC1CCN(Cc2ccccc2)CC1 | ? | ? | 16µM* | -66* | ? | ? | ? | ? | ?
Cc1nc(N2CCN(C(=O)c3ccco3)CC2)c2c3c(sc2n1)CCC3 | -4% | ? | -29% | ? | 0% | ? | 8.2µM* | -29% | ?
COc1ccc(OC)c(-n2c(SCC(N)=O)nnc2-c2c[nH]c3ccccc23)c1 | -5% | i | 19% | -18 | -9% | 2% | -4% | 7% | -7%
Cc1cc(C)n(-c2ccc(C(=O)Nc3cccnc3Cl)cc2)n1 | 21% | i | -5% | -23 | -2% | / | ? | 2% | ?
CN1CCN(c2ccc(NC(=O)CSc3nnnn3-c3ccccc3Cl)cc2)CC1 | 21µM* | i | 2% | 32 | ? | -3% | -24% | 5% | 0%
